TRPC6 activator: activates the mouse TRPC6 cation channel; hit rate 0.13% among 310,000; B-score at 10 µM; Q61143; HEK293-TRPC6 membrane potential dye fluorescence; hits give high values;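 active = B-score of the integrated fluorescence ratio above library mean plus 3 SD, and starting fluorescence ratio within library mean plus 5 SD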;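 also: higher score means more depolarization so channel activation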
TRPC4 PAM: allosterically enhances the mouse TRPC4 cation channel; HEK293 TRPC4beta/mu-opioid, DAMGO EC20, Fluo-4 Ca2+ flux; hits give high values; B-score at 10 µM; hit rate 0.42% among 310,000; AID 2227;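 active = B-score of calcium response area above 5 SD of library B-scores, with initial fluorescence ratio within 5 SD of library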;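 also: B-score of integrated fluorescence ratio over time as area under calcium response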
HIF act: HIF pathway transcriptional activation. U2OS HRE-luciferase reporter, luminescence; normalized: DMSO 0%, desferrioxamine 100%. activation, % at 7.5 µM (by protocol). hit rate 0.32% among 300,000. AID 1910;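 active = mean activation of at least 10% of the iron chelator positive control signal, with at least half of replicates also reaching 10%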
TRPC4 agonist: opens the mouse TRPC4 cation channel. HEK293 TRPC4beta/mu-opioid, Fluo4 calcium fluorescence; hits give high values. B-score at 10 µM. AID 2237. hit rate 0.49% among 310,000. Q9QUQ5;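 active = B-score above 5 SD of library B-scores, and initial fluorescence ratio not above library mean plus 5 SD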;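 also: positive B-score marks a calcium rise read as TRPC4 activation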
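Material: HEK293 stable line with TRPC4beta plus mu-opioid receptor; technique: Fluo4 calcium-sensitive dye fluorescence, kinetic, 1 Hz baseline; timing: Fluo4 dye loading 45 min at room temperature, 110 s recording; controls: assay buffer as low control, maximal DAMGO as high control; read-out: integrated baseline-normalised fluorescence ratio, converted to per-well B score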
AI-2 QS mod: modulates the Vibrio harveyi AI-2 quorum sensing system | Vibrio harveyi JMH597 AI-2 luminescence/OD600 ratio, 9 h; hits give low values; strain lacks LuxN and CqsS sensors; 0 = neutral-control median | activity change, % at 7.5 µM | hit rate 0.4% among 300,000; in the data active = activity change below about -75%, passing the limit was not always enough;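 also: luminescence divided by OD600 gain over 9 h not by final OD600 alone; inactives centre near 13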
MrgX1 antagonist: antagonists of human MrgX1 receptor | hit rate 1.3% among 310,000 | MRGX1-HEK293 calcium flux, Fluo-4, BAM8-22 antagonism; hits give low values | B-score at 10 µM | Q96LB2;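 active = calcium-response B-score plate-corrected more than 3 library SD below zero, starting fluorescence within 5 deviations, no agonist response on first addition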;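 also: peak minus trough fluorescence over baseline after final BAM8-22 challenge near maximal dose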
Target sequence (Q96LB2 whole entry, looked up): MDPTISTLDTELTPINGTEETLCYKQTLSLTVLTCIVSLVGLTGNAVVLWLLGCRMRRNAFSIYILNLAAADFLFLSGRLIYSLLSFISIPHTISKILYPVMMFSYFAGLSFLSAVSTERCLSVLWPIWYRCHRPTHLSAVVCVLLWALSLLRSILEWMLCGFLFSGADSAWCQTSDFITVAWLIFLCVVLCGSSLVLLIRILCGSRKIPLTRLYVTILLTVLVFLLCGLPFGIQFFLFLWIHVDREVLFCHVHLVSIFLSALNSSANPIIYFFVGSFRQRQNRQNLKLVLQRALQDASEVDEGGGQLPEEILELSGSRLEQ
TRPC4 inh: TRPC4 (mouse) channel inhibition. Q9QUQ5. HEK293 TRPC4beta/mu-opioid, DAMGO-evoked Fluo4 calcium flux; hits give low values. hit rate 0.39% among 300,000. B-score at 10 µM;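 active = B-score over 3 SD under the library average, no early fluorescence shift, positive overall ratio signal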
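Assay system: HEK293 cells with stable TRPC4beta plus mu-opioid receptor expression. Dosing: single dose. Measured by: Fluo4 Ca2+ flux fluorescence. Also added: DAMGO in two steps, submaximal then maximal. Read-out: B score from integrated Fluo4 fluorescence ratio.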
MrgX1 agonist: human MrgX1 receptor agonism, primary screen; MrgX1-HEK293 cells, Fluo-4 calcium fluorescence, agonist mode; hits give high values; B-score at 10 µM; hit rate 0.44% among 310,000;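 active = calcium response B-score plate-corrected fluorescence ratio at least 3 library SD, with starting fluorescence B-score inside 5 SD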
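Material: MrgX1-expressing HEK293 cells / Dosing: compound as first of three additions / Incubation: overnight seeding, then 1 h dark dye loading / Signal: Fluo-4 NW calcium fluorescence / Evaluation: B-scored fluorescence response ratio / Benchmarks: positive and negative control wells on each plate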
PolyA inh: yeast polyadenylation inhibition; hit rate 0.02% among 300,000; S. cerevisiae SKY197-pL101 polyadenylation reporter, beta-gal luminescence; efflux-impaired pdr1/pdr3 knockout yeast; score 100 = 6 SD above DMSO; calls only at 12 µM;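 active = lowest replicate activity score at least 50, where 100 means six control SD above control mean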;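 also: yeast exposed to compound for 9 h at 30 °C; higher score means more reporter readthrough which indicates perturbed polyadenylation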
TRPC6 inh: inhibitors of mouse TRPC6 channel. HEK293-TRPC6, membrane potential dye, ACh-evoked depolarization; hits give low values. B-score at 10 µM. hit rate 1.1% among 310,000. AID 2553;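 active = B-score under library mean minus 3 SD, initial fluorescence not abnormally high, positive integrated signal ratio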;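 also: B-score derived from integrated fluorescence ratio over the kinetic read; more negative B-score means stronger inhibition of depolarization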
MrgX1 PAM: allosterically activates human MrgX1 receptor signaling; Q96LB2; MrgX1-HEK293, Fluo-4 calcium flux, FDSS; hits give high values; B-score at 10 µM; hit rate 0.63% among 310,000; AID 588675;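 active = plate-corrected calcium response at least 3 library SD above typical, normal starting fluorescence, not activating the receptor alone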;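 also: compound read alongside a low EC10 to EC30 dose of BAM8-22 agonist; peak minus trough fluorescence over baseline measured at the second addition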
An asterisk follows results filed as active; i = inactive; . = not tested or not shown.

Compound	TRPC6 activator	TRPC4 PAM	HIF act	TRPC4 agonist	AI-2 QS mod	MrgX1 antagonist	TRPC4 inh	MrgX1 agonist	PolyA inh	TRPC6 inh	MrgX1 PAM
Cc1ccc(NC(=O)CN(C)C(=O)c2sc3cc(Cl)ccc3c2Cl)cc1	i	i	-0.2	i	4.4	i	i	i	i	i	i
O=S(=O)(c1ccc(C2=CSC3=NCCN23)cc1)N1CCOCC1	i	i	0.4	i	8.2	i	i	i	i	i	i
CN1CCN(C(=O)CCN2C(=O)/C(=C/c3ccccc3Cl)SC2=S)CC1	i	i	0.3	i	17.3	i	i	i	i	i	i
Cc1ccc(C(=O)NCCc2cccc(Cl)c2)cc1[N+](=O)[O-]	i	i	0.6	i	6.5	i	i	i	i	i	i
Cc1[nH]c2ccccc2c1C(=O)CSc1nc2ccccc2c(=O)n1CCCN1CCOCC1	i	i	-0.4	i	16.3	i	i	i	i	i	i
COCCn1c(N2CCCC2)nc2c1c(=O)[nH]c(=O)n2C	i	i	0.7	i	12.7	i	i	i	i	i	i
O=C(Nc1ccc2c(c1)Cc1ccccc1-2)c1ccccc1F	i	i	4.0	i	18.5	i	i	i	i	i	i
CCCCCc1nc2c(c(=O)c3ccccc3n2C)c(=O)n1Cc1ccc(OC)cc1	i	i	-1.9	i	30.3	i	i	i	i	i	i
COc1ccccc1NC(=O)CCC(=O)Nc1ccccc1OC	i	i	-0.1	i	19.0	i	i	i	i	i	i
C=CCOCCN(CCOCC=C)C1=NS(=O)(=O)c2ccccc21	i	i	-0.4	i	17.7	i	i	i	i	i	i
CCc1nnc(NC(=O)CCC(=O)N2CCN(C3CCCCC3)CC2)s1	i	i	0.5	i	11.4	i	i	i	i	i	i
Nc1nc(NCC(=O)O)nc(N2CCCCCC2)c1[N+](=O)[O-]	i	i	0.6	i	7.7	i	i	i	i	i	i
CO/N=C/c1ccc(N2CCN(C(=O)c3ccc(C)cc3)CC2)c([N+](=O)[O-])c1	i	i	0.0	i	10.5	i	i	i	i	i	i
Cc1cccc(CN2CCC(C(=O)Nc3ccc(-n4nc(C)cc4C)cc3)CC2)n1	i	i	-0.1	i	7.5	i	i	i	i	i	i
C=CCNC(=S)Nc1cc(S(=O)(=O)N2CCOCC2)ccc1-n1cncn1	i	i	-0.2	i	36.1	i	i	i	i	i	i
C=CC[N+](C)(C)CC(=O)OCc1ccccc1	i	i	0.2	i	17.8	i	i	i	i	i	i
Cc1ccc(C2C(C(=O)c3ccco3)=C(O)C(=O)N2c2ncccn2)cc1 (stereo not drawn)	i	i	1.0	i	-2.9	i	i	i	i	i	i
CCOC(=O)C1Cn2c(nc3c(c2=O)C(C)(CC)Cc2ccccc2-3)S1 (stereo not drawn)	i	i	0.3	i	25.8	i	i	i	i	i	i
CC(C)c1cc(=O)n2[nH]c(SCc3ccc(Cl)cc3)nc2n1	i	i	2.5	i	2.4	i	i	i	i	i	i
CCOC(=O)c1[nH]c(C)c(C(=O)NCC2CCCO2)c1C (stereo not drawn)	i	i	-2.4	i	28.1	i	i	i	i	i	i
COc1ccc(CCNC(=O)c2ccco2)cc1OC	i	i	-0.6	i	5.0	i	i	i	i	i	i
NC(=O)CC(NC(=O)Cc1ccc(Cl)cc1)c1ccc(NC2CCCCCC2)c([N+](=O)[O-])c1 (stereo not drawn)	i	i	-0.1	i	29.1	i	i	i	i	i	i
CC1(C)CC(=O)C(N=Nc2c(F)cccc2F)=C(O)C1	i	i	0.0	i	22.2	i	i	i	i	i	i
Nc1cc([N+](=O)[O-])cc2oc(-c3ccccc3)cc12	i	i	2.8	i	41.8	i	i	i	i	i	i
CCC(=O)Nc1cc(C)c(NC(=O)c2ccco2)cn1	i	i	-1.1	i	24.9	i	i	i	i	i	i
Cc1ccc([N+](=O)[O-])c(OCCN2CCc3ccccc3C2)c1	i	i	0.8	i	5.0	i	i	i	i	i	i
Cc1ccc(SCc2c(C#N)c3ccccc3n2C)cc1	i	i	0.6	i	-10.4	i	i	i	i	i	i
CSc1nc2ccccc2c(=O)n1Cc1ccc(F)cc1	i	i	-0.2	i	15.1	i	i	i	i	i	i
COc1cc(NC(=O)c2cc(-c3ccccc3)on2)cc(OC)c1OC	i	i	0.0	i	11.7	i	i	i	i	i	i
Cc1cccc(C)c1NC(=S)N1CCC(c2ccccc2)C1 (stereo not drawn)	i	i	-0.4	i	21.0	i	i	i	i	i	i
Cc1ccnc(NC(=O)CNC(=O)c2ccccc2)c1	i	i	1.9	i	11.5	i	i	i	i	i	i
CCOc1ccc(-c2nc(C#N)c(NCc3ccco3)o2)cc1	i	i	0.2	i	5.1	i	i	i	i	i	i
CCOC(=O)c1ccc(NC(=O)CC2C(=O)OCCN2CC)cc1 (stereo not drawn)	i	i	0.4	i	29.8	i	i	i	i	i	i
Cc1cccc(C(=O)NC(=O)Nc2c(C)cc(C)nc2C)c1	i	i	3.0	i	-8.9	i	i	i	i	i	i
COc1ccccc1/C=C/C(=O)NC(=S)N1CCOCC1	i	i	0.9	i	6.9	i	i	i	i	i	i
COc1ccc(S(=O)(=O)Nc2ccccc2C(=O)NCc2ccco2)cc1Br	i	i	0.2	i	-3.8	i	i	i	i	i	i
O=c1[nH]c(NC2CCCCC2)c([N+](=O)[O-])c(=O)[nH]1	i	i	2.2	i	20.6	i	i	i	i	i	i
CC(C)[C@H](NC(=O)N1CC(=O)Nc2ccccc21)C(=O)N[C@@H](C(=O)O)c1ccccc1	i	i	0.2	i	17.7	i	i	i	i	i	i
COC(=O)c1cc(COC(=O)COc2ccc(C)c(C)c2)oc1C	i	i	-31.5	i	.	i	i	i	i	i	i
CCOC(=O)Cn1nnnc1CN(Cc1ccc(OC)cc1)Cc1cc2cc(C)ccc2[nH]c1=O	i	i	-0.3	i	29.5	i	i	i	i	i	i
Cc1cccc(C2=N/C(=C\c3cccnc3)C(=O)O2)c1	i	i	0.3	i	10.2	i	i	i	i	i	i
CCn1cc(C(=O)NCc2ccccc2OC)c(=O)c2ccc(C)nc21	i	i	0.0	i	16.6	i	i	i	i	i	i
Cc1ccc(S(=O)(=O)C(C)C(=O)c2ccc3c(c2)OCCO3)cc1 (stereo not drawn)	i	i	0.5	i	29.5	i	i	i	i	i	i
Cc1ccc(C(=O)COC(=O)CCN2C(=O)C3C4C=CC(C5CC45)C3C2=O)cc1 (stereo not drawn)	i	i	0.3	i	8.8	i	i	i	i	i	i
CN(CC(=O)Nc1ccc(N2CCOCC2)cc1)C(=O)CCCOc1ccc(Cl)cc1Cl	i	i	-0.1	i	2.5	i	i	i	i	i	i
Cc1ccc(CN(Cc2ccccn2)C(=O)Nc2ccc(C)c(C)c2)cc1	i	i	1.1	i	9.2	i	i	i	i	i	i
Cc1nnsc1SCCNC(=O)c1ccc(F)cc1	i	i	0.4	i	9.1	i	i	i	i	i	i
CC(=O)c1ccccc1N(C(=O)c1ccco1)C(C(=O)NC1CCCC1)c1ccc(N2CCOCC2)cc1 (stereo not drawn)	i	i	-51.5	i	16.7	i	i	i	i	i	i
COc1ccc(C(C(=O)NC(C)(C)C)N(Cc2ccc(F)cc2)C(=O)CCC(=O)Nc2cc(C)on2)cc1 (stereo not drawn)	i	i	-0.6	i	8.0	i	i	i	i	i	i
N=c1n(CC(=O)c2ccc(Br)s2)c2ccccc2n1Cc1ccccc1	i	i	-1.8	i	19.9	i	i	i	i	i	i

Next entries
Compound	TRPC6 activator	TRPC4 PAM	HIF act	TRPC4 agonist	AI-2 QS mod	MrgX1 antagonist	TRPC4 inh	MrgX1 agonist	PolyA inh	TRPC6 inh	MrgX1 PAM
O=C(O)Cc1csc2ccccc12	i	i	-0.2	i	-0.9	i	i	i	i	i	i
CC(NCC(O)COCc1ccc(Cl)cc1)c1ccccc1 (stereo not drawn)	i	i	-0.1	i	10.4	i	i	i	i	i	i
Cc1ccc(CN(C)C(=O)c2cc(Br)c(Br)s2)o1	i	i	0.4	i	.	i	i	i	i	i	i
Cc1cc(C)n(-c2ccc(NC(=O)C3CCN(Cc4ccc(C)o4)CC3)cc2)n1	i	i	-0.5	i	40.9	i	i	i	i	i	i
C=CCNC(=S)NNC(=O)c1ccc(=O)n(Cc2ccc(Cl)cc2Cl)c1	i	i	-0.5	i	16.9	i	i	i	i	i	i
O=C1CC(=O)N(c2cccc(F)c2)N1	i	i	0.5	i	29.4	i	i	i	i	i	i
CN(NS(=O)(=O)c1ccc(Cl)cc1)c1ncc(C(F)(F)F)cc1Cl	i	i	-0.4	i	-2.2	i	i	i	i	i	i
Cc1ccc(S(=O)(=O)NC(CC(=O)O)c2ccco2)cc1 (stereo not drawn)	i	i	-0.5	i	27.4	i	i	i	i	i	i
COc1ccc(CC(=O)Nc2ccc(S(=O)(=O)Nc3ncccn3)cc2)cc1	i	i	-0.1	i	-90.9*	i	i	i	i	i	i
O=C(NC1CC2CCC1C2)c1ccc(CN2CCOCC2)cc1 (stereo not drawn)	i	i	1.3	i	4.6	i	i	i	i	i	i
CN1CCN(C(=O)c2cc(COc3c(F)cccc3F)on2)CC1c1ccccc1 (stereo not drawn)	i	i	0.4	i	7.8	i	i	i	i	i	i
CCOC(=O)N1CCN(C(=O)c2cc3c(s2)-c2ccccc2OC3)CC1	i	i	-0.1	i	8.2	i	i	i	i	i	i
COc1ccc(OC)c(S(=O)(=O)N2CCCC2C(=O)NC(C)c2ccccc2)c1 (stereo not drawn)	i	i	-0.4	i	30.0	i	i	i	i	i	i
Cc1cc2cc(CNC(=S)Nc3ccc(OC(F)(F)F)cc3)ccc2[nH]1	i	i	-0.1	i	14.6	i	i	i	i	i	i
O=S1(=O)CC(O)C(N=Nc2c(O)n(Cc3ccccc3)c3ccccc23)C1 (stereo not drawn)	i	i	-0.1	i	-17.8	i	i	i	i	i	i
CCCCC1NC(C(=O)O)CS1 (stereo not drawn)	i	i	-0.2	i	-0.9	i	i	i	i	i	i

High-throughput results from PubChem.

Not all compounds are listed; the hit share may differ from the screen's.
